Screening data deposited in PubChem by several laboratories.
M1 PAM parental: M1 PAM counterscreen hit in parental CHO-K1 cells; ATP EC20, Fluo-8 calcium fluorescence; 0% at ATP EC20, 100% at ATP max; activation, % at 3 µM; hit rate 0.02% among 360,000; AID 602247;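 active = activation above the run cutoff, the mean activation of all test compounds plus 3 SD, cut at about 40% in these data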;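 note: peak over basal fluorescence ratio in a 140 s read after ATP addition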
M4 PAM: CHRM4 positive allosteric modulation | CHO-K1 hM4/Gqi5, Fluo-8 calcium fluorescence, ACh EC20; 0% = ACh EC20, 100% = maximal ACh | P08173 | hit rate 0.4% among 360,000 | activation, % at 3 µM;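 active = activation above its plate's cutoff, the mean activation of sample wells plus 3 SD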; note: some results filed as inactive read as strong as hits
Target sequence (P08173 whole entry, looked up): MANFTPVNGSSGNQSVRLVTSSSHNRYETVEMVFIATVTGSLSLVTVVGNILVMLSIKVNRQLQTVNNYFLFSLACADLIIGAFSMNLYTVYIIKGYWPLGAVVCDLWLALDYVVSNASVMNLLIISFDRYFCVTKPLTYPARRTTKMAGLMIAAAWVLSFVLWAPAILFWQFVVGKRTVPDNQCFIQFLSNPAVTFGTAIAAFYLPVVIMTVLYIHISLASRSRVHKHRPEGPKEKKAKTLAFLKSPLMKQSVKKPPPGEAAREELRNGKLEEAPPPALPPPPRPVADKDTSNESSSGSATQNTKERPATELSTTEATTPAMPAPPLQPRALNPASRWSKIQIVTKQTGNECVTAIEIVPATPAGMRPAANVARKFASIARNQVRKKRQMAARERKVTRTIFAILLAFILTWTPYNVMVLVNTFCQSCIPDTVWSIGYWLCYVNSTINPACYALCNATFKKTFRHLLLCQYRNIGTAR
TAAR1 antagonist: human TAAR1 antagonism; CHO RD-HGA16 TAAR1, Fluo-8 calcium fluorescence, antagonist; inhibition, % at 3 µM; hit rate 1.5% among 360,000;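 active = inhibition above a per-plate cutoff, the mean inhibition of test compounds on that plate plus 3 SD, cut at about 49% in these data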;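 note: 0% = DMSO plus EC80 beta-PEA response and 100% = DMSO alone without agonist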
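Test system: hTAAR1-expressing CHO RD-HGA16 cells, Gα16-coupled; Probe or stimulus: EC80 β-phenethylamine stimulus; Compound dosing: single nominal final test compound concentration of 3 µM; Timing: 140 s kinetic read after compound, 140 s after agonist; Signal: Fluo-8 calcium-sensitive fluorescence; Measure: % inhibition of agonist calcium response; Controls: DMSO and EC80 PEA controls.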
M5 PAM: positive allosteric modulators of human muscarinic M5 receptor | AID 624038 | P08912 | CHO-K1 hM5, Fluo-8 calcium, ACh EC20 PAM; 0% = ACh EC20, 100% = ACh EC100 | activation, % at 3 µM | hit rate 0.3% among 360,000;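 active = activation above the run cutoff, the mean activation of all test compounds plus 3 SD, cut at about 18% in these data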
Target sequence (P08912 whole entry, looked up): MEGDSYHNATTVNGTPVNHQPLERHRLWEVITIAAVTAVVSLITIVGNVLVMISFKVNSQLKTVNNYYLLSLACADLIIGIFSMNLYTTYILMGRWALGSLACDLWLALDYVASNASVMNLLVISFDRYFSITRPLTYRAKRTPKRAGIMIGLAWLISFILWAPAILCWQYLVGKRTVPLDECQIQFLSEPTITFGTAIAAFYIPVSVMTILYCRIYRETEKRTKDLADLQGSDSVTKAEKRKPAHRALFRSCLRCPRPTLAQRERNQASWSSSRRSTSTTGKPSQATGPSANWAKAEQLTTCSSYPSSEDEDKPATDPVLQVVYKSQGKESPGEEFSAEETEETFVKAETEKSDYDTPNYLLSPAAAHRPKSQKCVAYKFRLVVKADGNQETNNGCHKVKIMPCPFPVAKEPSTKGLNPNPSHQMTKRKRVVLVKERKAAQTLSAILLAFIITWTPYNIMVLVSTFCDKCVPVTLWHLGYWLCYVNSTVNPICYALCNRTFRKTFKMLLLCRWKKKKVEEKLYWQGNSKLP
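Measured by: Fluo-8 calcium fluorescence; material: human M5 receptor in CHO-K1 cells; schedule: Post-acetylcholine fluorescence recording 140 s; benchmarks: low control EC20 acetylcholine (0%), high control EC100 acetylcholine (100%); read-out: Max/basal fluorescence ratio as % of EC20–EC100 ACh window; compound: single dose, 3 µM nominal final test concentration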
CHRM5 antagonist: CHRM5 antagonism in calcium assay | P08912 | CHO-hM5 cells, Fluo-8 calcium fluorescence, ACh EC80 | inhibition, % at 3 µM | hit rate 0.59% among 360,000 | AID 624040;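 active = inhibition above a per-plate cutoff, the mean of that plate's test compounds plus 3 SD, cut at about 27% in these data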;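 note: 0% = acetylcholine EC80 with DMSO and 100% = DMSO without agonist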
CHRM5 agonist: CHRM5 agonism in calcium assay; AID 624037; CHO-K1 hM5 cells, Fluo-8 calcium fluorescence; 0% DMSO wells, 100% maximal acetylcholine response; activation, % at 3 µM; hit rate 0.19% among 360,000; P08912;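 active = activation above the run's mean over test compounds plus 3 SD, cut at about 23% in these data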;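 note: signal is peak over basal fluorescence ratio across the kinetic read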
TAAR1 ag: agonists of human TAAR1; CHO RD-HGA16 TAAR1, Fluo-8 calcium fluorescence; vehicle wells 0%, saturating PEA agonist 100%; hit rate 0.99% among 360,000; Q96RJ0; activation, % at 3 µM;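 active = activation above the mean activation of all test compounds in the run plus 3 SD, cut at about 38% in these data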
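Benchmarks: low control DMSO, high control PEA (EC100); System: CHO RD-HGA16 cells carrying human TAAR1 plus Gα16; Detection: Fluo-8 fluorescence, 5 s baseline then 140 s kinetic read; Schedule: 17-24 h plating, Fluo-8 75 min 37 °C, 30 min RT; Read-out basis: % activation from peak over basal fluorescence ratio, DMSO-to-PEA scaled.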
CRFR2-BP antag: blocks CRF-induced signaling of the CRF-BP/CRF-R2 complex; HEK293 CRF-R2/CRF-BP, CRF-induced calcium fluorescence; inhibition, % at 11.8 µM; hit rate 0.59% among 350,000;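 active = inhibition of the ligand-induced calcium signal above about 50% at the single tested concentration, limit read from the data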
CRFBP-R2 agonist: CRF-BP/CRF-R2 complex agonism | HEK293 CRF-R2/CRF-BP, calcium dye fluorescence (FLIPR); percent of saturating CRF peptide response | activation, % at 13.2 µM | hit rate 0.46% among 350,000 | AID 588473;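 active = activation of at least 50%, plus an integration ratio under a set limit after plate pattern correction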;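 note: plate controls were neutral control wells without compound for no effect and CRF at EC100 for full effect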
The depositor's hits bear a star; / = not tested or not shown.

SMILES	M1 PAM parental	M4 PAM	TAAR1 antagonist	M5 PAM	CHRM5 antagonist	CHRM5 agonist	TAAR1 ag	CRFR2-BP antag	CRFBP-R2 agonist
c1ccc(COc2ccc(OCCCCN3CCCC3)cc2)cc1	25	-30	-11	-17	4	-3	6	2	-0.7
CCOc1ccccc1N(C(=O)CNC(=O)c1ccco1)C(C(=O)NC1CCCC1)c1cccnc1 (stereo unspecified)	9	4	-7	-10	7	-5	8	2	-0.7
CC(=O)Nc1ccc(NC(=O)C(C)OC(=O)c2ccc(-n3cnnn3)cc2)cc1 (stereo unspecified)	-8	6	-11	4	-10	-2	3	9	-0.5
C/C=C/c1ccc(OCCCn2cncn2)c(OC)c1	22	2	-12	0	-8	-4	4	6	-1.4
COc1ccc(C(NC(=O)C2CCN(CCOc3ccccc3)CC2)c2ccccn2)cc1 (stereo unspecified)	16	6	-16	-2	7	-3	2	/	/
Cc1cc2c(cc1C)[n+](C)cn2CC(O)COCC1CC=CCC1 (stereo unspecified)	16	4	5	1	-3	-3	4	-3	0.2
Cn1c(-c2ccc(F)cc2)cnc1NCc1cccc(F)c1	14	-6	4	-5	-7	-5	2	-20	5.4
N#CC1(NC(=O)Cn2cc(C(F)(F)F)cc(Cl)c2=O)CCCCC1	10	9	-3	2	-2	-3	0	7	-1.0
CN(CC(=O)Nc1cccc(F)c1)C(=O)c1ccc2c(c1)CC(c1ccccc1)OC2=O (stereo unspecified)	-19	-6	58*	-16	14	6	19	-6	-0.4
CCCCn1c(N)c(N(CCC(C)C)C(=O)CSc2nnc(C)s2)c(=O)[nH]c1=O	10	9	-7	2	-8	-1	21	5	2.5
O=C(CNCC1CCCO1)Nc1ccccc1N1CCOCC1 (stereo unspecified)	-6	8	19	2	-1	-2	1	4	-0.5
CC(C(=O)N1CCCCC1)N(C)CC(=O)Nc1ccc(Cl)cc1 (stereo unspecified)	-1	12	6	-3	10	-1	0	-14	6.4
Cc1ccc(/C=C2\SC(N3CCN(C(c4ccccc4)c4ccccc4)CC3)=NC2=O)o1	21	-44	1	-19	38*	-7	2	-13	2.1
CCCOc1ccc(C(=O)N(Cc2cccs2)C2CCS(=O)(=O)C2)cc1 (stereo unspecified)	-6	8	-24	-6	-8	-3	-1	13	-0.8
O=C(NC(=S)NC1CCCc2ccccc21)c1ccc(F)cc1 (stereo unspecified)	-4	-3	-1	-9	18	-4	-1	-9	2.2
Cn1c(=O)c2c(ncn2CC(=O)N2CCN(c3ccccc3)CC2)n(C)c1=O	7	-2	11	4	-5	-1	10	-11	-0.5
COc1ccc2c3c(c(=O)oc2c1OCC(=O)O)CCCC3	13	1	-2	-2	2	-1	4	-19	2.6
Cc1cc(C)c[n+](CC(=O)c2ccc(-c3ccccc3)cc2)c1	18	4	-6	4	-3	-6	0	-5	3.8
CC(C)C(O)(C#CCN1CCCCC1)c1ccccc1 (stereo unspecified)	11	-35	-12	-15	98*	-6	1	0	-0.9
Cc1cc([N+](=O)[O-])ccc1NC(=O)CCC(=O)N1CCCCCC1	11	2	-5	-6	7	0	2	4	1.7
O=C(O/N=C1\C(=O)N(c2ccccc2)c2ccccc21)C1CC1	10	12	-10	6	-17	5	9	26	-0.3
CC(C)(C)OC(=O)N1CCN(C(=O)c2nc[nH]c2C(=O)N2CCN(C(=O)OC(C)(C)C)CC2)CC1	3	3	4	-1	11	2	0	-1	-1.5
N#CCCN(Cc1cccnc1)CN1C(=O)c2ccccc2C1=O	-10	13	14	2	1	0	0	-2	-2.7
C[C@@H]1CN([C@H](C)CO)C(=O)c2cc(Br)cnc2O[C@H]1CN(C)C(=O)Cc1ccncc1	15	2	-11	0	-3	2	1	-14	3.4
O=C1CC(C(F)(F)C(F)(F)C(F)(F)C(F)(F)F)=Nc2ccccc2N1	17	6	-1	7	0	-1	-1	6	12
SMILES	M1 PAM parental	M4 PAM	TAAR1 antagonist	M5 PAM	CHRM5 antagonist	CHRM5 agonist	TAAR1 ag	CRFR2-BP antag	CRFBP-R2 agonist
CC(OC(=O)c1cc(=O)[nH]c2ccccc12)C(=O)NC1CCCC1 (stereo unspecified)	-13	2	-1	1	5	0	0	7	0.7
NS(=O)(=O)c1cccc(NC(=O)c2ccccc2NS(=O)(=O)c2ccc(F)cc2)c1	14	1	-6	2	0	-2	-4	-13	2.4
COc1ccc(OC)c(-c2csc(NC(=O)Cc3ccc(OC)c(OC)c3)n2)c1	-1	-14	20	-12	25	2	3	13	1.6
COCCNC(=O)CSc1nc2cc(OC)c(OC)cc2c(=O)n1Cc1ccc(OC)cc1	21	2	-3	-1	3	1	4	-3	-1.1
Cc1nc2ccccc2n2c(O)c(CC(=O)O)cc12	-1	-9	0	0	-3	5	22	-62	89*
O=C(CN1C(=O)NC2(CCOc3ccccc32)C1=O)NCC(F)(F)F (stereo unspecified)	-2	1	-3	-1	14	0	-4	11	-1.3
CCn1cc(S(=O)(=O)N2CCN(Cc3ccc(F)cc3)CC2)cn1	22	2	1	-3	3	-2	6	-5	-0.3
COCCCNc1c2c(nc3ccccc13)CCC2	-5	0	-16	5	14	-1	0	-18	0.3
CCCCOC(=O)n1c(=O)oc2ccccc21	-3	3	-15	-4	5	-5	1	-24	2.6
CCOc1cc(/C=N/n2cnnc2)ccc1OS(=O)(=O)c1ccccc1	4	-1	17	-12	16	-3	7	-16	-1.6
CCOCCCNC(=O)C1CCN(Cc2ccc(OCc3ccccc3)c(OC)c2)CC1	8	-3	-6	4	7	-4	-1	19	-2.0
O=C1CC(N2CCN(c3ccccn3)CC2)C(=O)N1c1ccc(Cl)cc1 (stereo unspecified)	5	-7	-14	-2	-1	-4	13	-3	-2.9
O=C(Nc1nc2ccccc2s1)C1CC(=O)N(c2ccc(Br)cc2)C1 (stereo unspecified)	20	1	-4	0	-1	-2	14	-5	1.2
CC(C)(O)[C@H](O)Cc1cc2ccc(=O)oc2cc1O[C@@H]1O[C@H](CO)[C@@H](O)[C@H](O)[C@H]1O	-14	4	11	-1	22	-1	9	4	1.9
CC(=O)Nc1cc2c(cc1Br)OCCO2	-4	2	3	-1	1	-2	3	-29	0.0
O=C(COC(=O)COc1ccccc1[N+](=O)[O-])Nc1ccc2c(c1)OCO2	3	5	-11	-6	9	2	1	4	-2.1
COc1ccc(-c2csc(NC(=O)c3cccc(N4C(=O)CCC4=O)c3)n2)cc1OC	16	-7	65*	-20	10	10	8	-3	3.0
COc1ccccc1C(=O)NCC(=O)N1CCN(S(=O)(=O)c2ccc3c(c2)OCCO3)CC1	15	-3	-32	2	-2	-4	-1	3	2.0
NC1=NC(=O)/C(=C/c2cn(CCC(=O)O)nc2-c2ccc(Cl)cc2)S1	18	5	-5	-1	-5	4	6	1	-1.2
O=S1(=O)N=C(N2CCc3ccccc3C2)c2ccccc21	-3	-13	3	-9	2	-5	63*	23	-2.6
CC(=O)OCc1ccc(C2=CC(=O)CC(C)(C)C2=O)cc1	-13	7	-19	-1	9	0	4	-3	0.0
O=C(NCCCN1CCOCC1)c1cc(-c2cccc(O)c2)on1	13	-1	10	-1	13	0	-1	-1	1.8
Cc1cccc(C)c1OCc1cc(C(=O)N2CCC(c3ccccc3)CC2)no1	12	-5	-1	-5	13	-4	2	13	9.2
O=C(NCC1CCCCC1)c1ccccc1[N+](=O)[O-]	12	-5	-17	-2	-1	-10	6	20	-1.7
CCOc1ccc2[nH]c(=O)c(CN(Cc3cccs3)C(CC)c3nnnn3C(C)(C)CC)cc2c1 (stereo unspecified)	5	13	-8	-2	-4	0	10	-22	-1.8

The list goes on; the last five above are carried over.
SMILES	M1 PAM parental	M4 PAM	TAAR1 antagonist	M5 PAM	CHRM5 antagonist	CHRM5 agonist	TAAR1 ag	CRFR2-BP antag	CRFBP-R2 agonist
CC(=O)OCc1ccc(C2=CC(=O)CC(C)(C)C2=O)cc1	-13	7	-19	-1	9	0	4	-3	0.0
O=C(NCCCN1CCOCC1)c1cc(-c2cccc(O)c2)on1	13	-1	10	-1	13	0	-1	-1	1.8
Cc1cccc(C)c1OCc1cc(C(=O)N2CCC(c3ccccc3)CC2)no1	12	-5	-1	-5	13	-4	2	13	9.2
O=C(NCC1CCCCC1)c1ccccc1[N+](=O)[O-]	12	-5	-17	-2	-1	-10	6	20	-1.7
CCOc1ccc2[nH]c(=O)c(CN(Cc3cccs3)C(CC)c3nnnn3C(C)(C)CC)cc2c1 (stereo unspecified)	5	13	-8	-2	-4	0	10	-22	-1.8
CCOc1ccc2[nH]c(=O)c(CN(Cc3ccccc3)C(=O)N3CCCC3)cc2c1	22	5	-7	4	4	-2	9	-16	0.9
CCOc1ccccc1-n1nnnc1SCC(=O)OC	-20	-2	15	2	7	2	8	3	-0.4
CN(C)CCCCCN(C)Cc1cc2ccccc2o1	-12	-2	-1	2	6	-4	7	9	1.9
O=C(c1ccc(F)cc1)C1CCN(Cc2ccc(F)cc2)CC1	19	-7	-11	-2	8	-10	-1	-1	-0.1
Cc1ccccc1-n1nnnc1SCC(=O)NC1CC1	13	1	1	4	5	2	0	-5	0.1
CCCCN(C(=O)COc1ccc(F)cc1)c1c(N)n(CC(C)C)c(=O)[nH]c1=O	12	4	-5	-2	1	0	0	-4	-0.8
O=C(COC(=O)c1ccccc1)Nc1cccc(S(=O)(=O)N2CCCCC2)c1	-1	3	-6	-15	12	4	5	17	0.2
Cc1ccc(C(=O)O)cc1N1CCCC1=O	23	-4	14	-2	-10	-1	8	2	6.8
CN(CC(=O)NCc1ccc(F)cc1)S(=O)(=O)c1ccc2c(c1)c(=O)n(C)c(=O)n2C	2	-1	-14	-2	7	-5	2	-7	-0.4
O=C(C1CCOCC1)N1CCCC(N2CCN(c3cccc(C(F)(F)F)c3)CC2)C1 (stereo unspecified)	-9	-3	-15	4	6	-4	2	-16	0.9
COc1ccc(CCNC(=O)C2CCC(=O)N2CCc2ccccc2)cc1OC (stereo unspecified)	18	0	0	5	5	6	1	-12	1.0
Cc1c(Cl)cccc1NC(=O)Cn1nc(C)n2cccc2c1=O	5	8	-8	0	2	-5	-1	-6	1.6
COc1cc(OC)c(OC)cc1/C=C1/Cc2ccccc2C1=O	5	0	16	-2	5	-1	3	-23	51*
CCN(C(=O)COc1ncnc2ccc(Br)cc12)C1CCS(=O)(=O)C1 (stereo unspecified)	15	5	4	0	5	2	1	19	0.2
CCCc1nc2ccccc2c(C(=O)OC2CCOC2=O)c1CC (stereo unspecified)	3	21	12	0	-4	-2	2	3	3.5
COc1ccc(-c2cc(=O)oc3c(C)c(OC(=O)c4cccs4)ccc23)cc1	9	-3	-1	-7	-5	0	3	3	10
OCCCNc1ncnc2c1ncn2[C@H]1CN(Cc2ccc(Cl)cc2)C[C@@H](CO)O1	7	0	-24	-3	-4	0	4	/	/
